TRPC4 block: TRPC4 (mouse) channel inhibition; HEK293 TRPC4beta/mu-opioid, DAMGO-evoked Fluo4 calcium flux; active compounds read low; B-score at 10 µM; 300,000 compounds, 0.39% hits; AID 2247;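 active = B-score over 3 SD under the library average, no early fluorescence shift, positive overall ratio signal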
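System: stable TRPC4beta/mu-opioid receptor HEK293 cells; Dosing: single-point compound dosing; Measured by: Fluo4 Ca2+ flux fluorescence; Read-out basis: per-well B score of integrated baseline-normalized Fluo4 ratio.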
MrgX1 antagonist: human MrgX1 receptor antagonism, primary screen; 310,000 compounds, 1.3% hits; B-score at 10 µM; MRGX1-HEK293 calcium flux, Fluo-4, BAM8-22 antagonism; active compounds read low; AID 588676; Q96LB2;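 active = calcium-response B-score plate-corrected more than 3 library SD below zero, starting fluorescence within 5 deviations, no agonist response on first addition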;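 also: peak minus trough fluorescence over baseline after final BAM8-22 challenge near maximal dose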
Target sequence (Q96LB2 whole entry, looked up): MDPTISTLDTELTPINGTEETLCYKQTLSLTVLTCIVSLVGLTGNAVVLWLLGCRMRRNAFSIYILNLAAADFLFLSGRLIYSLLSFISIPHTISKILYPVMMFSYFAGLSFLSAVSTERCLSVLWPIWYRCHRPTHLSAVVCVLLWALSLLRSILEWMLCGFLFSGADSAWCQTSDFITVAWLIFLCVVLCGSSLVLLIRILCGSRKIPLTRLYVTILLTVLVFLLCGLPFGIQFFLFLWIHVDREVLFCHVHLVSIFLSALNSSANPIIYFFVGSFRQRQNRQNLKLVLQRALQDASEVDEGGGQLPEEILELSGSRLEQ
RGS4 inh: inhibitors of human RGS4 | P49798 | HEK293 M3R/RGS4 inducible, Fluo-4 calcium flux; active compounds read high; triggered by carbachol at its EC20 | B-score at 10 µM | 310,000 compounds, 0.45% hits | AID 463165;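 active = B-score, a plate-corrected calcium signal, over three deviations above library mean, with baseline fluorescence within five deviations of library mean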;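 also: RGS4 expression induced by doxycycline in cells with stable M3 receptor; B-score is computed from the integrated fluorescence ratio over baseline after carbachol; higher B-score means a larger calcium signal and so more RGS4 inhibition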
Target sequence (P49798 whole entry, looked up): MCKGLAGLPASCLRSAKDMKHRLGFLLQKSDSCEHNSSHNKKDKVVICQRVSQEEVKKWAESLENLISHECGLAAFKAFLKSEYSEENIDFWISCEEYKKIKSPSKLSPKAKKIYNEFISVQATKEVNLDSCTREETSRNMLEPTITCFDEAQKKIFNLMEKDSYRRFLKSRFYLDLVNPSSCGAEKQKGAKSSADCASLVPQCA
TRPC4 act: activators of mouse TRPC4 channel; Q9QUQ5; HEK293 TRPC4beta/mu-opioid, Fluo4 calcium fluorescence; active compounds read high; B-score at 10 µM; 310,000 compounds, 0.49% hits;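 active = B-score above 5 SD of library B-scores, and initial fluorescence ratio not above library mean plus 5 SD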;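 also: positive B-score marks a calcium rise read as TRPC4 activation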
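Assay system: HEK293 stable line with TRPC4beta plus mu-opioid receptor; schedule: 45 min room-temperature Fluo4 loading, 110 s read; technique: kinetic Fluo4 calcium fluorescence; evaluation: integrated baseline-normalised fluorescence ratio, converted to per-well B score; controls: buffer (low) and maximal DAMGO (high)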
TRPC6 inh: mouse TRPC6 channel inhibition | Q61143 | HEK293-TRPC6, membrane potential dye, ACh-evoked depolarization; active compounds read low | B-score at 10 µM | 310,000 compounds, 1.1% hits | AID 2553;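 active = B-score under library mean minus 3 SD, initial fluorescence not abnormally high, positive integrated signal ratio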;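 also: B-score derived from integrated fluorescence ratio over the kinetic read; more negative B-score means stronger inhibition of depolarization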
TRPC6 act: activators of mouse TRPC6 channel | 310,000 compounds, 0.13% hits | B-score at 10 µM | HEK293-TRPC6 membrane potential dye fluorescence; active compounds read high | AID 2550;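 active = B-score of the integrated fluorescence ratio above library mean plus 3 SD, and starting fluorescence ratio within library mean plus 5 SD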;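 also: higher score means more depolarization so channel activation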
TRPC4 PAM: allosteric potentiators of mouse TRPC4 channel. Q9QUQ5. B-score at 10 µM. HEK293 TRPC4beta/mu-opioid, DAMGO EC20, Fluo-4 Ca2+ flux; active compounds read high. 310,000 compounds, 0.42% hits;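 active = B-score of calcium response area above 5 SD of library B-scores, with initial fluorescence ratio within 5 SD of library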;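 also: B-score of integrated fluorescence ratio over time as area under calcium response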
MrgX1 agonist: human MrgX1 receptor agonism, primary screen | Q96LB2 | MrgX1-HEK293 cells, Fluo-4 calcium fluorescence, agonist mode; active compounds read high | B-score at 10 µM | 310,000 compounds, 0.44% hits | AID 588627;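 active = calcium response B-score plate-corrected fluorescence ratio at least 3 library SD, with starting fluorescence B-score inside 5 SD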
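Material: HEK293 cells stably expressing human MrgX1 receptor | Quantity: 15,000 cells per well | Times: Cells plated overnight, dye loaded 0.5 h 37 °C, 0.5 h room temperature | Measured by: Kinetic Fluo-4 NW fluorescence of intracellular calcium | Control set: Positive and negative controls per plate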
ANO1 activ: mouse TMEM16A channel activation, primary screen. B-score at 10 µM. 340,000 compounds, 0.3% hits. HEK293 TMEM16A/YFP-H148Q/I152L, iodide quench fluorescence; active compounds read low. Q8BHY3. AID 623877;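 active = fluorescence-ratio B-score plate-corrected deviation score at least 3 library SD below zero, with starting fluorescence score within 5 deviations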;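 also: channel opened by trigger with iodide after compound preincubation; score built on the fluorescence ratio of max minus min over baseline; more negative score means more quench and so TMEM16A activation or potentiation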
MrgX1 allo act: allosterically activates human MrgX1 receptor signaling | Q96LB2 | MrgX1-HEK293, Fluo-4 calcium flux, FDSS; active compounds read high | B-score at 10 µM | 310,000 compounds, 0.63% hits;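 active = plate-corrected calcium response at least 3 library SD above typical, normal starting fluorescence, not activating the receptor alone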;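 also: compound read alongside a low EC10 to EC30 dose of BAM8-22 agonist; peak minus trough fluorescence over baseline measured at the second addition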
ANO1 block: blocks the mouse calcium-activated chloride channel TMEM16A | Q8BHY3 | HEK293 TMEM16A/YFP iodide influx fluorescence, ionomycin | normalized B-score (activity score, 25-100; higher = stronger inhibition) at 10 µM | 310,000 compounds, 1.2% hits | AID 588511;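 active = ratio plate-corrected score three or more library SD toward inhibition, starting fluorescence score within five deviations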;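 also: score derived from kinetic fluorescence span divided by baseline fluorescence per well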
* marks the source's active call; other numbers are inactive results; i = inactive; / = no result given; ! = repeats disagree. Random draw from the library. About 5.8% of those tested had a hit in this group.

SMILES	TRPC4 block	MrgX1 antagonist	RGS4 inh	TRPC4 act	TRPC6 inh	TRPC6 act	TRPC4 PAM	MrgX1 agonist	ANO1 activ	MrgX1 allo act	ANO1 block
O=C1OCCC1Sc1nc2ccccc2[nH]1 (configuration not stated)	i	i	i	i	i	i	i	i	i	i	i
CCOc1ccc(N(CC(=O)NC2CCCCC2)C(=O)CSc2nnc(COc3ccccc3)o2)cc1	i	i	i	i	i	i	i	i	i	i	i
Cc1ccc(N(CC2CO2)S(=O)(=O)c2ccc(C)cc2)cc1 (configuration not stated)	i	i	i	i	i	i	i	i	i	i	i
Clc1ccc(-c2cnc(Oc3ccccc3)nc2)cc1	/	i	/	/	/	/	/	i	i	i	i
OCCN(CCO)Cc1csc2ccccc12	i	i	i	i	i	i	i	i	i	i	i
COc1cccc(-n2c(SCC(=O)Nc3cc(C)on3)nc3ccccc3c2=O)c1	i	i	i	i	i	i	i	i	i	i	i
CN(C)c1ccc(/C=N/NC(=O)CN(c2cccc(Cl)c2)S(C)(=O)=O)cc1Br	i	i	i	i	i	i	i	i	i	i	i
COC(=O)c1ccccc1NC(=O)CSc1nnc(-c2ccc(OC)cc2)n1C	i	i	i	i	i	i	i	i	i	i	i
CC(C)(C)NC(=O)[C@@H]1C[C@@H]2CCCC[C@@H]2CN1C[C@@H](O)[C@H](Cc1ccccc1)NC(=O)[C@H](CC(N)=O)NC(=O)c1ccc2ccccc2n1	i	-6*!	i	i	i	i	i	i	i	i	i
CC1(c2ccc(OC(F)F)cc2)NC(=O)N(CC(=O)Nc2cccc(F)c2)C1=O (configuration not stated)	i	-6.2*	i	i	i	i	i	i	i	i	i
CCCNC(=O)c1cc2c(C(F)(F)F)nn(C)c2s1	i	i	i	i	i	i	i	i	i	i	i
COc1ccc(C2C(C(C)=O)=C(C)Nc3ncnn32)cc1OC (configuration not stated)	i	i	i	i	i	i	i	i	i	i	i
CCOC(=O)C1C(=O)NC(N2CCN(CC)CC2)=NC1c1ccccc1 (configuration not stated)	i	i	i	i	i	i	i	i	i	i	i
COc1cccc(OC)c1C(=O)OCC(=O)NCC(C)C	i	i	i	i	i	i	i	i	i	i	i
C=CCNC(=S)N/N=C(\C)c1cccc(NC(C)=O)c1	i	i	i	i	i	i	i	i	i	i	i
CCOc1cc(C2C3=C(CCCC3=O)N(CC(=O)O)C3=C2C(=O)CCC3)ccc1OC	i	i	i	i	i	i	i	i	i	i	i
CS(=O)(=O)N(CCc1ccccc1)CC(N)=O	i	i	i	i	i	i	i	i	i	i	i
CCc1ccc(C(=O)/C=C/NCc2ccc(F)cc2)cc1	i	i	i	i	i	i	i	i	i	i	i
CC(C)(C)S(=O)(=O)c1cnc2c(-c3ccc(Cl)cc3)cnn2c1N	i	i	i	i	i	i	i	i	i	i	i
O=C(COC(=O)c1cccs1)NC1CCCC1	i	i	i	i	i	i	i	i	i	i	i

Part of the list above, reformatted:
CC1(c2ccc(OC(F)F)cc2)NC(=O)N(CC(=O)Nc2cccc(F)c2)C1=O (configuration not stated)
  TRPC4 block: i	MrgX1 antagonist: -6.2*	RGS4 inh: i	TRPC4 act: i	TRPC6 inh: i	TRPC6 act: i	TRPC4 PAM: i	MrgX1 agonist: i	ANO1 activ: i	MrgX1 allo act: i	ANO1 block: i
CCCNC(=O)c1cc2c(C(F)(F)F)nn(C)c2s1
  TRPC4 block: i	MrgX1 antagonist: i	RGS4 inh: i	TRPC4 act: i	TRPC6 inh: i	TRPC6 act: i	TRPC4 PAM: i	MrgX1 agonist: i	ANO1 activ: i	MrgX1 allo act: i	ANO1 block: i

Following part:
SMILES	TRPC4 block	MrgX1 antagonist	RGS4 inh	TRPC4 act	TRPC6 inh	TRPC6 act	TRPC4 PAM	MrgX1 agonist	ANO1 activ	MrgX1 allo act	ANO1 block
COC(=O)C1CCN(C(=O)c2sc3nc(-c4ccc(F)cc4)cn3c2C)CC1	i	i	i	i	i	i	i	i	i	i	i
CCOC(=O)Cc1csc(NC(=O)CCc2ccc(S(=O)(=O)N3CCOCC3)cc2)n1	i	i	i	i	i	i	i	i	i	i	i
Cc1[nH]n2c(=O)cc(C(C)C)nc2c1-c1ccccc1	i	i	i	i	i	i	i	i	i	i	i
O=C(NC12CC3CC(CC(C3)C1)C2)c1ccc(-c2ccccc2Cl)o1	i	i	i	i	i	i	i	i	i	6.7*	i
Cc1noc(NS(=O)(=O)c2ccc(NC(=O)c3cnc4n(c3=O)CCS4)cc2)c1C	i	i	i	i	i	i	i	i	i	i	i
CCCC(=O)Nc1c2c(nn1-c1cccc(C)c1C)CS(=O)(=O)C2	i	i	i	i	i	i	i	i	i	i	i
Cc1csc(C(C)N(C)C(=O)CCc2nnc(CCc3ccccc3)o2)n1 (configuration not stated)	i	i	i	i	i	i	i	i	i	i	i
Cc1ccc(NC(=O)c2cc(C)no2)cc1	i	i	i	i	i	i	i	i	i	i	i
Cc1cc(N=NC(=O)c2ccccc2)ccc1O	i	i	i	i	i	i	i	i	i	i	i
COc1ccc(C(=O)Nc2ccc(S(=O)(=O)Nc3onc(C)c3C)cc2)cc1	i	i	i	i	i	i	i	i	i	i	i
COc1cc(/C=C/CN2CCC(CO)(CC3CCCCO3)CC2)ccc1O (configuration not stated)	i	i	i	i	i	i	i	i	i	i	i
CCOC(=O)C1CCCN(S(=O)(=O)c2cccc3nsnc23)C1 (configuration not stated)	i	i	i	i	i	i	i	i	i	i	i
COc1ccc(OC)c(C2N(c3ccc(Cl)cc3)C(=O)C3CCCN32)c1 (configuration not stated)	i	i	i	i	i	i	i	i	i	i	i
NC(=O)CC(NC(=O)Cc1cccc2ccccc12)c1ccc(N2CCN(c3ccccn3)CC2)c([N+](=O)[O-])c1 (configuration not stated)	i	i	i	i	i	i	i	i	i	i	i
O=C(NCCCN1CCCC1)c1ccc2c(Cl)c3c(nc2c1)CCCC3	i	i	i	i	i	i	i	i	i	i	i
COc1ccccc1CNC(=O)COC(=O)C1=COCCO1	i	i	i	i	i	i	i	i	i	i	i
O=C(COc1ccc([N+](=O)[O-])cc1)NC(C(=O)O)C(O)c1cccc([N+](=O)[O-])c1 (configuration not stated)	i	i	i	i	i	i	i	i	i	i	i
CC(C)C(=O)Nc1ccc(NC(=O)c2ccco2)cn1	i	i	i	i	i	i	i	i	i	i	i
O=C(Nc1ccccc1)Nc1ncc([N+](=O)[O-])s1	i	/	i	i	-7.4*	i	i	/	i	/	/
Cc1c(C)n2c(SCC(=O)N3CCCC3)nnc2[nH]c1=O	i	i	i	i	i	i	i	i	i	i	i
CCN(CC)C(=O)CSc1nnc([C@H](CCSC)NC(=O)OC(C)(C)C)o1	i	i	i	i	i	i	i	i	i	i	i
COc1ccc(S(=O)(=O)Nc2cc([N+](=O)[O-])ccc2OC)cc1	i	i	i	i	i	i	i	i	i	i	i
CCOc1ccc(CN(C(=O)/C=C/c2ccco2)C2CCS(=O)(=O)C2)cc1 (configuration not stated)	i	i	i	i	i	i	i	i	i	i	i
CSCCC(=O)Nc1ccc(C(C)=O)cc1	i	i	i	i	i	i	i	i	i	i	i
CC1=CC(C)C2COC(c3ccc[n+](C)c3)C1C2C (configuration not stated)	i	i	i	i	i	i	i	i	i	i	i
CC[N+](CC)(CC)CC(=O)Nc1c(C)cccc1C	i	i	i	i	i	i	i	i	i	i	i
CCc1c(O)nc(SCc2ccc(F)cc2)[nH]c1=O	i	i	i	i	i	i	i	i	i	i	i
N/C(=N\OC(=O)c1cccs1)C1(c2ccc(Cl)cc2Cl)CC1	i	i	i	i	i	i	i	i	i	14*	i
N#Cc1cc2c(nc1SCc1cccnc1)CCC2	i	i	i	i	i	i	i	i	i	i	i
O=C1CC(c2ccccc2F)c2c(c3ccccc3[nH]c2=O)O1 (configuration not stated)	i	i	i	i	i	i	i	i	i	i	i
Cc1ccc(NC2=C(NCCO)C(=O)c3ccccc3C2=O)cc1	i	i	i	i	i	i	i	i	i	i	i
CCOC(=O)CC1C(=O)NCCN1S(=O)(=O)c1ccc(Cl)cc1Cl (configuration not stated)	i	-6.9*	i	i	i	i	i	i	i	i	i
Cc1cccc(OCC(=O)N/N=C\C=C\c2ccc3c(c2)OCO3)c1C	i	i	i	i	i	i	i	i	i	i	i
O=c1cc(CCl)nc(Cc2c(Cl)cccc2Cl)[nH]1	i	i	i	i	i	i	i	i	i	i	i
O=C(Nc1ccc(F)cc1F)Nc1sccc1-c1nc2ccccc2s1	i	i	i	i	i	i	i	i	i	i	i
CO/N=C\c1cc(C(=O)c2ccc(Cl)cc2Cl)cn1C	i	i	i	i	i	i	i	i	i	i	i
NC(=S)Nc1cccc(Cl)c1	i	i	i	i	i	i	i	i	i	i	i
Cc1nnc(SCC(=O)NNC(=O)c2ccco2)n1-c1ccccc1	i	i	i	i	i	i	i	i	i	i	i
COc1ccc(N(CC(=O)N/N=C/c2ccccc2OC)S(=O)(=O)c2ccccc2)cc1	i	i	i	i	i	i	i	i	i	i	i
CC(C)N(Cc1ccccc1)C(=S)Nc1ccccc1F	i	i	i	i	i	i	i	i	i	i	i
CCC1Oc2ccccc2N(CC(=O)NCCCN2CCOCC2)C1=O (configuration not stated)	i	i	i	i	i	i	i	i	i	i	i
O=C(O)CSCCCC(=O)Nc1ccc(Br)cc1	i	i	i	i	i	i	i	i	i	i	i
O=C(N/N=C\c1ccc(Sc2ccccn2)o1)c1cccc(Br)c1	i	i	i	i	i	i	i	i	i	i	i
Cc1ccc(CSc2ccc(-c3ccco3)nn2)cc1	i	i	i	i	i	i	i	i	i	i	i
COC(=O)Cc1cc(=O)n(-c2nc3ccccc3[nH]2)[nH]1	i	i	i	i	i	i	i	i	i	15*	i
c1ccc(-c2noc(C34CC5CC(CC(C5)C3)C4)n2)nc1	i	i	i	i	i	i	i	i	i	i	i
CCOc1ccccc1NC(=O)COC(=O)C(CC)c1ccccc1 (configuration not stated)	i	i	i	i	i	i	i	i	i	i	i
O=C(C(=O)N1CCN(c2ccccc2Cl)CC1)c1c[nH]c2ccccc12	i	i	i	i	i	i	i	i	i	i	i
Cc1nc(-c2cccc(NC(=O)c3cccs3)c2)cs1	i	i	i	i	i	i	i	i	i	i	i
